Screening data (PubChem)
RECQ1 helicase = inhibitors of human RECQ1 DNA helicase. P46063. RECQ1 DNA unwinding, red fluorescence kinetic read. Potency, µM (doses to about 57.3 µM), inactives show at the top dose activity, negative = inhibition, most hits filed as inhibitors. hit rate 0.54% among 240,000;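 also: plate controls were vehicle for no effect and no enzyme for full effect; nearly all actives have a fitted effect of over 30% in size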
Target sequence (P46063 whole entry, looked up): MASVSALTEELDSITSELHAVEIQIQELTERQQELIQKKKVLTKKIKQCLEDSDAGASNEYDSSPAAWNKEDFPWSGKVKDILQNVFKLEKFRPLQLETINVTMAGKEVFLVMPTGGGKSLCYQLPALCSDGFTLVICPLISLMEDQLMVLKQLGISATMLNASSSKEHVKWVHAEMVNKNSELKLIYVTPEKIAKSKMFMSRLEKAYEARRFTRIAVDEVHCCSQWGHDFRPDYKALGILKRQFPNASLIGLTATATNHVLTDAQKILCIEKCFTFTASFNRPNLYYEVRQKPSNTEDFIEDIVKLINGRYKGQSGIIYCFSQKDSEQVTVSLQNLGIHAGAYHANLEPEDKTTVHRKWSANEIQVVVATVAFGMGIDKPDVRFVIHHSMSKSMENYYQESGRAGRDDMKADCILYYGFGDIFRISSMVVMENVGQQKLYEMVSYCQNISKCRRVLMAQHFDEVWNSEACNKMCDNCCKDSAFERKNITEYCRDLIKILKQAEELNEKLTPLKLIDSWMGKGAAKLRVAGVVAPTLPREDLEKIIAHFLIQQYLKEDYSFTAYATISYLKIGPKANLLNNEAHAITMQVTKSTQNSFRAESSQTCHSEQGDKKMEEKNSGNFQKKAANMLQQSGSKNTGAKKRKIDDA
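RECQ1T1 50 nM; forked duplex (20 bp + 30-nt ss tails) 200 nM, ATP 2 mM final; pH 8.0, 2 mM MgCl2, 2.5 ug/ml poly(dI-dC); 15 min compound preincubation; discontinuous kinetic read over 2 h at RT.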
TRb SRC2 PPI = inhibitors of human thyroid hormone receptor beta-SRC2 interaction; TRbeta-SRC2 peptide binding, fluorescence polarization; receptor liganded with 1 µM T3; Potency, µM (top dose mostly 106 µM), for the others: at the top dose activity change, negative = inhibition, usual class: inhibitors; hit rate 0.065% among 280,000; AID 1469;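 also: plate controls were bound peptide for no effect and peptide without receptor for full effect; nearly all actives have a fitted effect of over 50% in size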
Target sequence (P10828 whole entry, looked up): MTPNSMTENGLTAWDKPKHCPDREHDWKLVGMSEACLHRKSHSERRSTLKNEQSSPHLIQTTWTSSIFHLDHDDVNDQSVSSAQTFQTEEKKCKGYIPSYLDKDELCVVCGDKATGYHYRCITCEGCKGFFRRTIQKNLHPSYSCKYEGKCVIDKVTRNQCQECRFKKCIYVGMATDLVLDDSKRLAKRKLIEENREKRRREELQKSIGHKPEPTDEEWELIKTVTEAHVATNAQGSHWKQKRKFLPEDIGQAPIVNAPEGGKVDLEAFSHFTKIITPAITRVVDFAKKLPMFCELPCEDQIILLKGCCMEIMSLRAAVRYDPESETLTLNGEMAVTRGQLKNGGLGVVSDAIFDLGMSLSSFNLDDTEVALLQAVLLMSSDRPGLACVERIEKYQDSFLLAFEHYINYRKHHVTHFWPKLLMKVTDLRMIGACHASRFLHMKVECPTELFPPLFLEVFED
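Each compound concentration gave % activity, normalized to unbound and bound Texas Red SRC2 controls, from polarization read after 5 hr ambient incubation with T3-loaded human TRb LBD.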
TexasRed fluor = counter-screen for TRb-SRC2 inhibitors: fluorescence interference. TRb/SRC2 Texas Red total fluorescence interference. Potency, µM (doses to about 106 µM), for the others: top-dose fluorescence change, negative = quenching. hit rate 0.29% among 280,000. AID 1479; active = well fitted curve in either direction with a large enough effect; inconclusive = small, poorly fitted or top-dose-only effect; also: % is scaled to controls: 0 for no effect and ±100 for the full control effect
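Flags fluorescent or light-absorbing compounds by total fluorescence, S + 2P, at 555 nm excitation and 632 nm emission. Mixture: 20 nM Texas Red SRC2 peptide, 0.6 uM human TRb LBD, 1 uM T3, 5% DMSO; compound exposure 5 h at ambient temperature.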
HTT ATP protect = cytoprotection in Huntington HTT-Q103 PC12 cell model. PC12 HTT-Q103 induced, cytoprotection, ATP luminescence, 40 h. Potency, µM (series often up to 56.4 µM), for inactives: cytoprotection (ATP increase), actives largely listed as activators. hit rate 0.14% among 230,000;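 also: % of control where 0% means no effect; nearly all actives have a fitted effect of over 45% in size; toxic huntingtin expression switched on by the ecdysone agonist tebufenozide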
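Huntington model: PC12 line, ecdysone-inducible HTTQ103 exon1–GFP, tebufenozide 100 nM. Test articles in a dose series. Endpoint luminescence from cellular ATP.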
Tau FP inhib = inhibitors of human tau fibril formation; hit rate 0.39% among 280,000; Potency, µM (titrated, usually from 57.7 µM), inactives show top-dose activity, negative = inhibition, actives largely listed as inhibitors; P10636; K18 P301L tau heparin fibrillization, Alexa594 FP, 6 h; AID 1468; also: % is scaled to controls: 0 for no effect and ±100 for the full control effect; nearly all actives have a fitted effect of over 55% in size
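Steps: dispense K18 P301L tau (15 uM plus 0.24 uM Alexa 594 tracer, final) in pH 7 sodium acetate; add compound; add heparin (20 uM final); incubate 6 hr, 37 C; add ThT (30 uM final); after 1 hr ambient, read FP.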
L3MBTL1 inh = L3MBTL1 (human) inhibition; AlphaScreen L3MBTL1–H3K9me1 peptide binding; Potency, µM (titrated, usually from 57.1 µM), inactives show at the top dose activity, negative = inhibition, actives largely listed as inhibitors; hit rate 0.66% among 230,000; AID 485360; also: % is scaled to controls: 0 for no effect and ±100 for the full control effect; nearly all actives have a fitted effect of over 60% in size
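Displacement of a biotinylated histone H3(1-15) peptide monomethylated at Lys9 (75 nM) from L3MBTL1 (50 nM) was measured by AlphaScreen after a 30 min room-temperature compound incubation; cefsulodin titration served as intraplate control.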
Tau fluor cs = counter-screen for tau fibril formation inhibitors | tau K18 P301L Alexa594 fluorescence, heparin fibrillization | Potency, µM (doses to about 57.7 µM), inactives show at the top dose activity change, negative = decrease | hit rate 0.93% among 280,000 | AID 1463; also: % is scaled to controls: 0 for no effect and ±100 for the full control effect; nearly all actives have a fitted effect of over 55% in size
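Human K18 P301L tau (15 uM unlabeled plus 0.24 uM Alexa 594-labeled, final) in 100 mM sodium acetate pH 7 was mixed with compound and 20 uM heparin and incubated 6 hr at 37 C.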
Tau ThT inhib = inhibitors of human tau fibril formation, thioflavin T binding; Potency, µM (highest dose often 57.4 µM), inactives show at the highest dose activity, negative = inhibition, usual class: inhibitors; hit rate 2.1% among 270,000; recombinant tau K18 P301L, heparin-induced fibrillization, ThT fluorescence; P10636; AID 1460; also: % is scaled to controls: 0 for no effect and ±100 for the full control effect; nearly all actives have a fitted effect of over 55% in size
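Using a mix of unlabeled (15 uM) and Alexa 594-labeled (0.24 uM) tau K18 P301L, heparin-triggered fibrillization over 6 hr at 37 C was scored by ThT fluorescence.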
Starred values were filed as active, the others as inactive; i = inactive; ? = inconclusive; / = no result given; & = joins results of further samples; [ ] = remark or other dose. Unless noted, calls follow the shape of the dose curve; as a rule, active = well fitted curve in the direction sought with a large enough effect; inconclusive = small, poorly fitted or top-dose-only effect, or another doubt; inactive = no such curve, though single readings can be large; an effect the other way counts as inactive or inconclusive. Potency is read from the fitted curve at half-maximal effect.

Values run as follows: RECQ1 helicase | TRb SRC2 PPI | TexasRed fluor | HTT ATP protect | Tau FP inhib | L3MBTL1 inh | Tau fluor cs | Tau ThT inhib
> COc1cc(/C=C2\SC(=S)N(C(C(=O)O)c3ccccc3)C2=O)cc(OC)c1OC (stereo unspecified)
→ 0% | 3% | -4% | 11%[10 µM] | -7% | -8% | -9% | ?
> CCc1ccc(-n2c(=O)c3ccccc3n(Cc3ccccc3C#N)c2=O)cc1
→ / | 7% | -12% | / | -9% | / | -11% | -2%
> CCN1C(=O)c2ccccc2Sc2ccc(C(=O)NCCN3CCOCC3)cc21
→ -2% | 6% | 0% | ? | 0% | 0% | -8% | -2%
> CSc1ccc2[nH]c(=O)cc(C)c2c1
→ -9% | -3% | -2% | 5% | -5% | -1% | -8% | ?
> Cc1ccccc1OCC(=O)Nc1ccc(NC(=O)c2ccco2)cc1
→ i | -1% | -1% | 16%[10 µM] | -2% | 4% | -15% | -18%
> COc1cccc(NC(=O)Cn2c(=O)n(Cc3ccccc3)c(=O)c3c4c(sc32)CN(C(C)=O)CC4)c1
→ / | -9% | 9% | / | ? | / | ? | 7%
> Cc1ccc(N2C(=O)c3ccccc3C2Nc2cccnc2)nc1 (stereo unspecified)
→ 4% | -1% | 1% | 4%[10 µM] | 0% | 10% | -2% | -1%
> O=C1CS/C(=N/N=C/c2cccs2)N1
→ -5% | -9% | -2% | -37%[inhibitor] | 0% | 2% | -10% | -18%
> O=C(Nc1nccs1)c1cn(-c2ccccc2)nc1-c1ccncc1
→ -12% | 10% | -2% | 19%[10 µM] | -16% | -4%[11.4 µM] | -14% | -17%
> Cc1cc(F)ccc1NC(=O)C(c1ccccc1)N1Cc2ccccc2C1=O (stereo unspecified)
→ / | -5% | 4% | / | 1% | / | -5% | 5%
> CCOC(=O)C(=O)/C(=C\N(C)C)c1onc(-c2ccccc2)c1C(=O)OC
→ -2% | -3% | -5% | 0%[10 µM] | -2% | 4% | -12% | -21%
> O=C(c1cccc([N+](=O)[O-])c1)N1CCN(Cc2ccc3c(c2)OCO3)CC1
→ i | -10% | 1% | 6% | 2% | 34%[activator] | 6% | 7%
> NS(=O)(=O)c1ccc(CCNC(=O)NC23CC4CC(CC(C4)C2)C3)cc1
→ -5% | 2% | -1% | -4% | -5% | -5%[11.4 µM] | -13% | -14%
> COc1ccc(CNCCCSc2nnnn2C)c(OC)c1
→ / | -4% | -2% | / | 9% | / | 8% | 7%
> COc1cccc([C@@H]2Oc3ccc(Br)cc3C[C@H]2OC(=O)NS(=O)(=O)c2ccc(F)cc2)c1
→ -12% | -5% | 1% | -38%[inhibitor] | 7% | / | -13% | 2%
> COc1cnc(-c2ccccc2)nc1Oc1ccc(Cl)cc1C
→ 11% | -7% | -7% | 0%[10 µM] | 9% | 51%[activator] | 8% | 5%
> COc1cc(/C=N/N=C2/NC(=O)C(Cc3ccccc3)S2)ccc1O (stereo unspecified)
→ 4% | 6% | 0% | -89%[inhibitor] | 10% | / | ? | ?
> CCc1ccccc1NC(=O)c1cc(-c2cccc(O)c2)on1
→ -2% | 8% | 6% | -7% | ? | -1% | -11% | 2%
> CCCc1nc2sc(C(=O)OCC)c(N)c2c2c1COC(C)(C)C2
→ -9% | -6% | -2% | -10% | 6% | / | -20% | -7%
> O=C(O)c1ccc2c(c1)OCO2
→ -4% | -10% | -1% | / | -1% | / | -4% | 2%
> CCOC(=O)C1(CC2CCCCO2)CCN(S(=O)(=O)c2ccc(C)s2)CC1 (stereo unspecified)
→ i | 5% | 0% | -13%[10 µM] | 2% | 11% | -20% | -19%
> CC(=O)OC[C@@H]1O[C@H](C/C=N\O[C@@H](C)c2cn([C@H](CO)Cc3ccccc3)nn2)C=C[C@@H]1OC(C)=O
→ 9%&14%[11.5 µM] | 3%&-1%[11.2 µM] | 0%&0%[11.2 µM] | -10%&-24%[10 µM] | 5%&-9%[11.6 µM] | / | -1%&-7%[11.6 µM] | -5%&-8%[11.5 µM]
> CCOc1ccc(C2NC(=O)C(C#N)=C(S)N2c2ccc(OC)cc2)cc1OC (stereo unspecified)
→ -4% | -4% | -10% | -51%[inhibitor][10 µM] | ? | 25% | -22% | ?
> CSc1ccc(/C=c2\s/c(=C\C(=O)C(C)(C)C)n(CC(=O)NCCC3=CCCCC3)c2=O)cc1
→ -1% | -14% | -1% | 10%[10 µM] | -9% | -4% | -10% | 0%
> O=C(O)c1cc(/C=N\O)ccc1OCc1ccccc1
→ 8% | 13% | -2% | -32%[0.074 µM] | 7% | 32%[activator] | -2% | -1%
> CCOc1nc(-c2ccc(OC)cc2)ccc1-c1noc(-c2ccncc2)n1
→ i | -1% | -4% | -7%[0.074 µM] | -16% | -4% | -3% | -16%
> CCC(C)NC(=O)C1c2ccccc2C(=O)N1Cc1cc(OC)ccc1OC (stereo unspecified)
→ i | -3% | -5% | -16% | -3% | 5% | 0% | 4%
> COc1ccc(C2=NN3C(C2)c2ccccc2OC3c2cccs2)cc1 (stereo unspecified)
→ -1% | -1% | -4% | 17%[10 µM] | -10% | -6% | ? | ?
> Cc1cc(NC(=O)CSc2nc3c(c(=O)n2CCc2ccccc2)SC(C)C3)no1 (stereo unspecified)
→ -2% | 3% | -2% | -5% | -10% | 8% | -14% | -3%
> O=C(COC(=O)CCC(=O)c1cccs1)NCc1ccccc1
→ -2% | -2% | -2% | -27% | 7% | / | 0% | -2%
> O=C(/C=C/c1ccc(Cl)cc1)N1CCN(c2c(Cl)cccc2[N+](=O)[O-])CC1
→ -8% | -6% | -1% | -15%[10 µM] | 2% | -18% | -16% | ?
> Cc1cc(O)c(/C=N/c2ccccn2)c(=O)o1
→ ? | -4% | 21% | 7%[10 µM] | -4% | ? | -7% | ?
> COC(=O)c1ccccc1NC(=O)c1cc2nc(C3CC3)cc(C(F)(F)F)n2n1
→ -9% | -10% | -2% | -11% | -5% | 7% | -6% | -10%
> CSC1=NCCCN1C(=O)c1c(-c2ccccc2Cl)noc1C
→ 14% | -2% | 1% | 2%[10 µM] | 1% | -21% | 7% | 8%
> Cc1cc2nncn2c(Cc2ccccc2)n1
→ -9% | -1% | -7% | 14% | -4% | 3% | 1% | 3%
> Cn1cc(CN2C[C@H]3CC[C@H]2C3)c(-c2ccccc2F)n1
→ 15% | 1%[53 µM] | -1%[53 µM] | -2%[10 µM] | 1% | 1% | 3% | -2%
> CCN(CC)c1ncn(Cc2c(Cl)cccc2Cl)c2ncnc1-2
→ -1% | 7% | 0% | -24% | -1% | 1% | -5% | -8%
> CC1CCCN(S(=O)(=O)c2ccccc2[N+](=O)[O-])C1 (stereo unspecified)
→ 4% | -7% | 0% | 3%[10 µM] | -9% | 4% | -6% | 4%
> Cc1ccc(-c2n[nH]c3c2C(c2cccs2)N(c2ccc(Cl)cc2)C3=O)cc1 (stereo unspecified)
→ / | -8% | 1% | / | ? | / | ? | ?
> c1ccc(-c2csc(Nc3cccnc3)n2)nc1
→ i | -9% | -3% | -2%[0.074 µM] | 3% | -5%[11.4 µM] | -19% | ?
> Cc1noc(C)c1COc1cccc(C(=O)OC(C)C(=O)Nc2c(C)n(C)n(-c3ccccc3)c2=O)c1 (stereo unspecified)
→ -1% | -5% | -7% | -32% | -8% | / | -5% | 4%
> COc1cc(C(=O)NNC(=S)Nc2ccc(S(N)(=O)=O)cc2)cc(OC)c1OC
→ i | -4% | -2% | / | -2% | 2% | 5% | -14%
> COc1cccc(/C=C/C(=O)c2ccc(NS(=O)(=O)c3ccc(C)cc3)cc2)c1
→ -14% | 0% | -3% | 18%[10 µM] | 5% | -5% | -9% | 1%
> c1ccc2c(-c3csc(-c4ccncc4)n3)c[nH]c2c1
→ 17% | 0% | -4% | / | -6% | 2% | 13µM*[quencher] | 3.2µM*
> Cc1cccc(NC(=S)NCCc2ccc(S(N)(=O)=O)cc2)c1C
→ -3% | 5% | -19% | 7%[10 µM] | -6% | 1% | -10% | -4%
> Cc1ccc(O)c(CNn2cnnc2)c1
→ i | -9% | 2% | 17%[10 µM] | 3% | -2% | -5% | -5%
> Cc1cccc(Nc2nc(N)nc(CN3CCN(C)CC3)n2)c1
→ i | -12% | 2% | 16% | 6% | / | 4% | -3%
> COc1ccc(OCCNC(=O)/C=C/c2ccc([N+](=O)[O-])cc2)cc1
→ -2% | -3% | -3% | / | 13% | -9% | ? | ?
> CC(=O)c1c(C)nn(C(C)CC(=O)O)c1C (stereo unspecified)
→ 1% | 10% | -2% | -10%[0.074 µM] | 1% | 7% | 0% | -7%
> NC(=O)C[C@@H]1NC(=O)CNC(=O)c2cc([N+](=O)[O-])cc(I)c2NCCC(C(N)=O)NC1=O (stereo partly specified)
→ i | -5% | -2% | / | -6% | 7% | -7% | -12%
> CCOCCCNc1ncnc2c1[nH]c1ccccc12
→ -15% | -5% | -2% | -8% | 7% | 10% | -16% | 0%
> COc1ccccc1NC(=O)N1CCCC1C(=O)Nc1ccc2c(c1)OCCO2 (stereo unspecified)
→ i | 3% | -2% | 8%[10 µM] | 4% | 9% | -3% | 0%
> C/C(=N\NC(=O)c1cccc(S(=O)(=O)Nc2cccc(Cl)c2)c1)c1cccs1
→ -8% | -8% | 0% | -1%[10 µM] | -11% | 3% | -27% | 6%
> CN1CCN(S(=O)(=O)c2ccc3ccccc3c2)CC1
→ -6% | -5% | -4% | -17% | -7% | / | -13% | -10%
> CCOC(=O)c1ccc(NC(=S)NN2CCOCC2)cc1
→ -9% | 8% | -8% | 2%[10 µM] | 10% | 1% | -1% | -6%
> Cc1cc2c(cc1S(=O)(=O)Nc1cccc(F)c1C)NC(=O)CO2
→ -1% | -1% | -5% | -12% | 6% | 10% | -5% | -5%
> COc1cc(C2NC(=O)NC(c3ccccc3)=C2C(C)=O)cc([N+](=O)[O-])c1O (stereo unspecified)
→ -4% | -2%[53 µM] | 0%[53 µM] | 1%[10 µM] | -9% | ? | -6% | 3%

A portion of the library (hit frequency here may not be typical).
